KinaseGlo FLuc: blocks Kinase-Glo luciferase, a counter-screen artifact; Potency, µM (highest dose often 38.3 µM), inactives show top-dose activity change, negative = inhibition, actives largely listed as inhibitors; 200,000 tested, 0.28% active; Q27757; Kinase-Glo luciferase, ATP luminescence, 8 min; further: potency means the concentration at half of the fitted maximal effect; on the % scale 0 is the no-effect control and ±100 the full control effect; nearly all actives have a fitted effect of over 60% in size
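Kinase-Glo luciferase light output from ATP and luciferin was measured with 10 uM ATP, within the enzyme's linear range. Buffer: 50 mM imidazole pH 7.2, 50 mM KCl, 7 mM MgCl2, 0.01% Tween 20, 0.05% BSA; luminescence read after 8 min at ambient temperature.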
IMPase Li inh: IMPase inhibition in cells with lithium potentiation; CHO-M1 cells, IP1 TR-FRET (IP-One), carbachol + lithium; Potency, µM (titrated, usually from 59.4 µM), without a hit: at the top dose activity, negative = IMPase inhibition, usual class: inhibitors; 210,000 tested, 0.35% active; AID 1457;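 further: IP1 builds up when IMPase is blocked and the TR-FRET signal falls; potency means the concentration at half of the fitted maximal effect; plate controls were basal vehicle for no effect and high inhibitor control for full effect; nearly all actives have a fitted effect of over 50% in size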
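Lithium-sensitised IP1 accumulation assay; M1-expressing CHO cells treated 30 min at 37C with compound. Competitive antibody detection by time-resolved FRET followed a 10 min room-temperature lysis step.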
SMN2 splice up: enhancers of SMN2 splice variant expression; HEK293 SMN2-luciferase splicing reporter, luminescence, 30-36 h; AID 1458; Potency, µM (highest dose often 46.1 µM), without a hit: at the top dose activity change, positive = activation, most hits filed as activators; 210,000 tested, 2.8% active; further: potency means the concentration at half of the fitted maximal effect; % of control where 0% means no effect; nearly all actives have a fitted effect of over 55% in size
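qHTS luciferase splicing reporter: luminescence rises when SMN2 exon 7 is included in transfected HEK293 cells. Compound exposure lasted 30-36 h at 37C, with 4.5 mM final sodium butyrate as control, followed by a ONE-Glo read.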
CBFb RUNX1 block: blocks binding between human CBF-beta and RUNX1 | Q01196+Q13951 | Potency, µM (highest dose often 59.8 µM), for inactives: at the top dose activity, negative = inhibition, actives largely listed as inhibitors | AID 1477 | AlphaScreen CBFb-His/RUNX1-biotin binding, biochemical | 230,000 tested, under 10 active; further: % of control where 0% means no effect
Target sequence (Q01196 whole entry, looked up): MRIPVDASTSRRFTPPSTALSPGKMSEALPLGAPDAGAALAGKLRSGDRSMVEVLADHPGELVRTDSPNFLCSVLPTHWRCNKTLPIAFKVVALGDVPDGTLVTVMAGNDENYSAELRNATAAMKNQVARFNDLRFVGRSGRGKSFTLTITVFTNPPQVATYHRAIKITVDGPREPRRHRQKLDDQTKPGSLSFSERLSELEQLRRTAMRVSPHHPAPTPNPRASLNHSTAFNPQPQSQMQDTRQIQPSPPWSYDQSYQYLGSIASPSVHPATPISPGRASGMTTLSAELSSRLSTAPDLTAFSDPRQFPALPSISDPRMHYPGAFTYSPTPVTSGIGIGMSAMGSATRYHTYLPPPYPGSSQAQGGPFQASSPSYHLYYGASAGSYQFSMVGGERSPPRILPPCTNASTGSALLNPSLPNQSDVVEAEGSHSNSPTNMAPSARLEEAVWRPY
Target sequence (Q13951 whole entry, looked up): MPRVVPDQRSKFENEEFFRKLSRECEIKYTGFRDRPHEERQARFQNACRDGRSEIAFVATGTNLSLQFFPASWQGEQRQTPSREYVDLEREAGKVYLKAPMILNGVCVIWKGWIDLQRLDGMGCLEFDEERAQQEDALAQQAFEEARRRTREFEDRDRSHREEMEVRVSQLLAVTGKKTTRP
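His-tagged CBF-beta and biotinylated RUNX1 (30 nM each) were premixed 20 min at room temperature, exposed to compound for 15 min, then given nickel-chelate and streptavidin AlphaScreen beads (50 ng each). After 90 min, AlphaScreen signal was read.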
HTT cytoprotect: cytoprotection in Huntington HTT-Q103 PC12 cell model; PC12 HTT-Q103 induced, cytoprotection, ATP luminescence, 40 h; Potency, µM (series often up to 56.4 µM), for inactives: cytoprotection (ATP increase), most hits filed as activators; 230,000 tested, 0.14% active; AID 1471;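 further: potency means the concentration at half of the fitted maximal effect; % of control where 0% means no effect; nearly all actives have a fitted effect of over 45% in size; toxic huntingtin expression switched on by the ecdysone agonist tebufenozide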
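Rat PC12, Q103 Htt exon1-GFP fusion, ecdysone promoter; tebufenozide inducer 100 nM final; compound titration; qHTS, 1500 cells/well; ATPlite luminescent read.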
LMNA splice mod: changes lamin A minigene splicing in HeLa cells; 200,000 tested, 0.01% active; AID 1487; HeLa LMNA splicing GFP/RFP minigene ratio, 48 h; Potency, µM (top dose mostly 46.1 µM), for the others: at the top dose ratio change, negative = inhibition, most hits filed as inhibitors; active means well fitted inhibition curve with a large enough effect in the signal ratio, with a control signal flat, not every such curve was filed as active; inconclusive means small, poorly fitted or top-dose-only effect, or effect the other way, or a change in a side signal; the % refers to the signal ratio; further: potency means the concentration at half of the fitted maximal effect; on the % scale 0 is the no-effect control and ±100 the full control effect
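Read-out is the ratio of GFP to DsRed2 object intensity, acquired by 488 nm laser-scanning cytometry on HeLa lamin A-EGFP minigene reporter cells. Compound incubation 48 hrs at 37 °C in Opti-MEM with 2% FBS; DMSO 0.5% final.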
HttQ103 aggreg: inhibitors of mutant huntingtin aggregate formation in PC12 cells; Potency, µM (series often up to 46.1 µM), for inactives: at the highest dose activity change, negative = inhibition, usual class: inhibitors; PC12 HttQ103-GFP aggregates, Acumen cytometry, 40 h; 220,000 tested, 1.1% active; further: potency means the concentration at half of the fitted maximal effect; on the % scale 0 is the no-effect control and ±100 the full control effect; nearly all actives have a fitted effect of over 60% in size
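PC12 cells stably carrying ecdysone-inducible HTT exon 1 Q103–GFP were induced with tebufenozide (100 nM final) and treated with library compounds in titration. GFP aggregates in lysates were counted by laser scanning cytometry.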
Numbers without * were called inactive; & = joins results of further samples; [ ] = dose if it differs, or a comment. Unless noted, the call rests on the fitted dose curve; in most records, active means well fitted curve in the direction sought with a large enough effect; inconclusive means small, poorly fitted or top-dose-only effect, or another doubt; inactive means no such curve, though single readings can be large; an effect the other way counts as inactive or inconclusive.

For COC(=O)C1CCN(C(=O)c2ccc(NC(C)=O)cc2)CC1 the results were CBFb RUNX1 block -3%, HTT cytoprotect -3%, LMNA splice mod 3% and HttQ103 aggreg 4%.
Screening COc1ccc(C(=O)NCc2nnc(SCC(=O)N3CCOCC3)o2)cc1 returned KinaseGlo FLuc -3%, IMPase Li inh -3%, SMN2 splice up -8%, CBFb RUNX1 block -5%, HTT cytoprotect 13%[10 µM] and HttQ103 aggreg 14%.
For COCCCNC(=O)c1ccccc1NS(C)(=O)=O the results were KinaseGlo FLuc 2%, IMPase Li inh 23%[38.3 µM], SMN2 splice up inconclusive, CBFb RUNX1 block 3%, HTT cytoprotect 4%[0.074 µM], LMNA splice mod 7% and HttQ103 aggreg -21%.
`NC(=O)c1ccccc1OCC(=O)NS(=O)(=O)c1ccc(Cl)cc1` gave KinaseGlo FLuc -1%, IMPase Li inh 24%[38.3 µM], SMN2 splice up -2%, CBFb RUNX1 block 1%, HTT cytoprotect 7%, LMNA splice mod -3% and HttQ103 aggreg 15%.
For COc1ccc(/C=C/C(=O)O)cc1S(=O)(=O)NCC1CCCO1 (centres undefined) the results were CBFb RUNX1 block 5%, HTT cytoprotect 3%[10 µM] and HttQ103 aggreg 1%[9.22 µM].
COc1ccc(-c2[nH]c(-c3cc(OC)c4c(c3)OCO4)nc2-c2ccccc2)cc1 was read as KinaseGlo FLuc 2%, IMPase Li inh -7%, SMN2 splice up -9%, CBFb RUNX1 block inconclusive, HTT cytoprotect -9%[10 µM], LMNA splice mod inconclusive and HttQ103 aggreg inconclusive.
O=C(O)Cn1ncc2c1-c1ccoc1CC2 was read as KinaseGlo FLuc 4%, IMPase Li inh -4%[38.3 µM], SMN2 splice up -4%, CBFb RUNX1 block -3%, HTT cytoprotect -17%, LMNA splice mod -6% and HttQ103 aggreg 19%.
For CC1CCN(C(c2ccc(N(C)C)cc2)c2nnnn2Cc2ccc(F)cc2)CC1 (centres undefined) the results were KinaseGlo FLuc 0%, IMPase Li inh 14%[38.3 µM], SMN2 splice up -3%, CBFb RUNX1 block 13%, HTT cytoprotect -12%[10 µM], LMNA splice mod inconclusive and HttQ103 aggreg -25%.
O=C(Cn1cnc2cc([N+](=O)[O-])ccc2c1=O)Nc1ccc2c(c1)CCC2 was read as KinaseGlo FLuc 6%, IMPase Li inh 18%[38.3 µM], SMN2 splice up -21%, CBFb RUNX1 block 3%, HTT cytoprotect 0%, LMNA splice mod 0% and HttQ103 aggreg 20%[9.22 µM].
`COc1ccc(-c2nc(C(=O)N3CCN(C)CC3)sc2-c2ccc(OC)cc2)cc1` gave KinaseGlo FLuc -1%, IMPase Li inh 6%, CBFb RUNX1 block 26% and HTT cytoprotect 5%.
For CSc1ccc(Cl)c(C(=O)Nc2ccc(N3CCOCC3)cc2)c1 the results were KinaseGlo FLuc -1%, IMPase Li inh 8%, SMN2 splice up -6%, CBFb RUNX1 block -1%, HTT cytoprotect -20%, LMNA splice mod 7%[46 µM] and HttQ103 aggreg 27%.
O=C(O)CCC(NC(=O)c1ccc(Cl)cc1)C(=O)O (centres undefined) was read as KinaseGlo FLuc 2%, IMPase Li inh 9%, SMN2 splice up -7% and CBFb RUNX1 block 1%.
For Cc1ccc(C(=O)NC2CCS(=O)(=O)C2)cc1S(=O)(=O)N1CCCCC1 (centres undefined) the results were KinaseGlo FLuc 0%, IMPase Li inh 20%[38.3 µM], SMN2 splice up 11%, CBFb RUNX1 block 2%, HTT cytoprotect 6%, LMNA splice mod 6% and HttQ103 aggreg -10%.
CCOC(=O)CNC(=O)c1c2c(nc3ccccc13)CCCC2 was read as KinaseGlo FLuc -1%, IMPase Li inh -6%[38.3 µM], SMN2 splice up 0%, CBFb RUNX1 block 8%, HTT cytoprotect -7%, LMNA splice mod 5% and HttQ103 aggreg 5%.
For Cc1cccc(NC(=O)c2onc3c2CCCC3)c1C the results were KinaseGlo FLuc -12%, IMPase Li inh 15%[38.3 µM], SMN2 splice up 29%, CBFb RUNX1 block 4%, HTT cytoprotect -19%, LMNA splice mod -7% and HttQ103 aggreg -4%.
For Cn1nc([N+](=O)[O-])nc1N1CCOCC1 the results were KinaseGlo FLuc 18%, IMPase Li inh -5%, SMN2 splice up -5%, CBFb RUNX1 block -2%, LMNA splice mod -4% and HttQ103 aggreg 7%.
`N#Cc1ccccc1Sc1ccccc1C(=O)N1CCOCC1` gave KinaseGlo FLuc -5%, IMPase Li inh -11%[38.3 µM], SMN2 splice up -2%, CBFb RUNX1 block -3%, HTT cytoprotect 6%, LMNA splice mod 10% and HttQ103 aggreg 0%.
`Cc1ccc(C(=O)CSc2nnc3c4ccccc4nc(C(C)(C)C)n23)cc1` gave KinaseGlo FLuc -1%, IMPase Li inh 9%, SMN2 splice up -16%, CBFb RUNX1 block -9%, HTT cytoprotect 10%[10 µM], LMNA splice mod -13% and HttQ103 aggreg 23%.
For COc1cccc(NC(=O)Cc2ccc(C)cc2)c1 the results were KinaseGlo FLuc 0%, IMPase Li inh 15%[38.3 µM], SMN2 splice up -6%, CBFb RUNX1 block 10%, HTT cytoprotect -2%, LMNA splice mod 6% and HttQ103 aggreg 17%[9.22 µM].
For CCNCCNC(=O)c1c(O)c2cccc3c2n(c1=O)CCC3 the results were KinaseGlo FLuc -1%, IMPase Li inh -10%[38.3 µM], SMN2 splice up 8%, CBFb RUNX1 block 5%, HTT cytoprotect 6%, LMNA splice mod inconclusive and HttQ103 aggreg -17%.
Screening NS(=O)(=O)c1ccc(CCNC(=O)COC(=O)/C=C/c2ccccc2Cl)cc1 returned KinaseGlo FLuc 4%, IMPase Li inh 13%, SMN2 splice up -45%, CBFb RUNX1 block 7%, HTT cytoprotect -29%, LMNA splice mod -2%[9.22 µM] and HttQ103 aggreg -6%.
`CC(=O)C1=C(C)N(Cc2ccccc2)C(=O)N[C@H]1c1cccs1` gave KinaseGlo FLuc -2%&2%, IMPase Li inh 18%&6%, SMN2 splice up 2%&-16%, CBFb RUNX1 block -10%&10%, HTT cytoprotect -4%, LMNA splice mod 9% and HttQ103 aggreg 10%.
COc1ccc(C(=O)/C(=C\N(C)C)n2nc(C)cc2C)cc1 was read as KinaseGlo FLuc -1%, IMPase Li inh 1%, SMN2 splice up 9%, CBFb RUNX1 block 12%, HTT cytoprotect 14%[10 µM], LMNA splice mod 19%[46 µM] and HttQ103 aggreg -3%.
Screening Cc1nn(C(C)C(=O)Nc2sc3c(c2C#N)CCCC3)c(C)c1[N+](=O)[O-] (centres undefined) returned KinaseGlo FLuc -2%, IMPase Li inh -4%[38.3 µM], SMN2 splice up -9%, CBFb RUNX1 block -1%, HTT cytoprotect -7%, LMNA splice mod -3% and HttQ103 aggreg inconclusive.
`O=C(O)c1ccccc1Nc1ccccc1` gave KinaseGlo FLuc -1%&-3%, IMPase Li inh 10%&2%&-10%&17%, SMN2 splice up -8%&-1%&9%&5%, CBFb RUNX1 block 6%&0%&3%, HTT cytoprotect -6% and LMNA splice mod inconclusive.
`FC(F)(F)c1ccccc1-n1c(CN2CCCCC2)n[nH]c1=S` gave CBFb RUNX1 block 1%, HTT cytoprotect 0%[10 µM] and HttQ103 aggreg 2%[9.22 µM].
Screening CCCCN(CC)C(=O)c1ccc2c(c1)OCO2 returned KinaseGlo FLuc -1%, IMPase Li inh 4%, SMN2 splice up -3%, CBFb RUNX1 block -3%, HTT cytoprotect -3%[10 µM], LMNA splice mod 2% and HttQ103 aggreg 10%.
Screening C/C(=N\Nc1nc2ccccc2[nH]1)c1ccc(C)o1 returned KinaseGlo FLuc -4%, IMPase Li inh 7%, SMN2 splice up 18µM*, CBFb RUNX1 block -15%, HTT cytoprotect 40%[1.9 µM], LMNA splice mod -12% and HttQ103 aggreg -9%.
Screening CCOCCCNC(=O)/C=C1\Sc2ccccc2N(Cc2ccccc2F)C1=O returned KinaseGlo FLuc -5%, IMPase Li inh 6%, SMN2 splice up -1%, CBFb RUNX1 block 3%, HTT cytoprotect 8% and HttQ103 aggreg 6%.
Screening COc1ccc(-c2csc(N3CCN(C(=O)c4ccccc4)CC3)n2)cc1 returned KinaseGlo FLuc -4%, IMPase Li inh 16%, SMN2 splice up -77%[inhibitor], CBFb RUNX1 block -23%, HTT cytoprotect inconclusive, LMNA splice mod inconclusive and HttQ103 aggreg -9%.
c1ccc2c(-c3nc(C4CCCCC4)no3)cc(-c3ccncc3)nc2c1 was read as KinaseGlo FLuc -4%, IMPase Li inh 43%[activator][38.3 µM], CBFb RUNX1 block 8%, HTT cytoprotect -20%[0.074 µM], LMNA splice mod 0% and HttQ103 aggreg -31%.
For O=C(CSc1nccn1-c1ccc(F)cc1)NCc1ccc(F)cc1 the results were KinaseGlo FLuc 2%, IMPase Li inh -3%, SMN2 splice up -3%, CBFb RUNX1 block -2%, HTT cytoprotect -25%, LMNA splice mod 12%[9.22 µM] and HttQ103 aggreg 9%.
For CCn1c(CN2C(=O)CSc3ccccc32)n[nH]c1=S the results were CBFb RUNX1 block -7%, HTT cytoprotect inconclusive and HttQ103 aggreg -2%[9.22 µM].
Screening CC(=O)Oc1oc(-c2ccccc2)nc1C=Nc1ccc(N(C)C)cc1 returned CBFb RUNX1 block 9%, HTT cytoprotect 9%[10 µM] and HttQ103 aggreg 7%[9.22 µM].
Screening COc1ccccc1-n1c(SCC(N)=O)nnc1-c1ccccc1 returned KinaseGlo FLuc 4%, IMPase Li inh 4%, SMN2 splice up -1%, CBFb RUNX1 block 6%, HTT cytoprotect 13%[10 µM], LMNA splice mod 2% and HttQ103 aggreg -4%.
Screening O=C(/C=C\Nc1cccc(F)c1)c1cccs1 returned KinaseGlo FLuc -23%, IMPase Li inh -2%, SMN2 splice up 6.3µM*, CBFb RUNX1 block 6%, HTT cytoprotect 33%[10 µM], LMNA splice mod 4% and HttQ103 aggreg -5%.

Looked up by structure from the entries so far (2):
For CCn1c(CN2C(=O)CSc3ccccc32)n[nH]c1=S the results were CBFb RUNX1 block -7%, HTT cytoprotect inconclusive and HttQ103 aggreg -2%[9.22 µM].
c1ccc2c(-c3nc(C4CCCCC4)no3)cc(-c3ccncc3)nc2c1 was read as KinaseGlo FLuc -4%, IMPase Li inh 43%[activator][38.3 µM], CBFb RUNX1 block 8%, HTT cytoprotect -20%[0.074 µM], LMNA splice mod 0% and HttQ103 aggreg -31%.

Screens: PubChem BioAssay, National Center for Advancing Translational Sciences (NCATS)
